Giardia kill: Small Molecules that selectively kill Giardia lamblia: qHTS. Giardia lamblia trophozoite viability. activity change, % at 7.66 µM, hits read low. actives 0.15% (n = 340,000). AID 540267, 2011; in the data active means activity change below about -80%; inconclusive means between about -30% and that limit;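 further: parasites exposed to compound for two days anaerobically before the ATP read; on the % scale 0 is the no-effect control and ±100 the full control effect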
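Media and compound were dispensed first, then trophozoites at 100 cells/well; plates sat 48 hrs at 37 deg C without oxygen before ATP luminescence reagent was added and read after 15-30 min at room temperature.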
CXXC DNA block: qHTS Fluorescence Polarization Assay for Inhibitors of MLL CXXC domain - DNA interaction | MLL-CXXC / FITC-HOXA9 DNA fluorescence polarization | Potency, µM (highest dose often 115 µM), without a hit: top-dose activity change, negative = inhibition, most hits filed as inhibitors | actives 0.037% (n = 290,000) | AID 2662, 2010; active means well fitted inhibition curve with a large enough effect in the polarisation, with a control signal flat, not every such curve was filed as active; inconclusive means small, poorly fitted or top-dose-only effect, or effect the other way, or a change in a side signal; inactive means no such curve, though single readings can be large or run the other way; the % refers to the polarisation; further: potency means the concentration at half of the fitted maximal effect
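Steps: dispense CXXC domain solution (7 uM) → pin compounds or unlabeled HOX-A9 DNA control → 5 min ambient → add FLSN-HOX-A9 solution (50 nM) → spin → 30 min ambient → fluorescence polarization. Tris pH 7.5/NaCl/DTT/BSA buffer.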
PKM2 activator: qHTS Assay for Activators of Human Muscle isoform 2 Pyruvate Kinase | Pyruvate kinase PKM (Homo sapiens), P14618 | purified PKM2, Kinase-Glo ATP luminescence, activation; response scale: 0% is enzyme alone, no compound | Potency, µM (titrated, usually from 57.5 µM), inactives show top-dose activation, usual class: activators | actives 0.34% (n = 260,000); further: potency means the concentration at half of the fitted maximal effect; on the % scale 0 is the no-effect control and ±100 the full control effect; nearly all actives have a fitted effect of over 55% in size
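ATP formation by purified human PK-M2, quantified via coupled luciferase luminescence after 1 h at room temperature with 0.1 mM ADP and 0.5 mM PEP final.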
TRPV1 agonist: HTS Assay for Compounds that Act as Agonists of the Vanilloid Receptor 1. activation, % at 8.33 µM. actives 0.19% (n = 320,000). Transient receptor potential cation channel subfamily V member 1 (Homo sapiens), Q8NER1. AID 540275, 2011. TRPV1-expressing cells, Fluo-8 calcium influx, agonist mode; in the data active means activation above about 80%; inconclusive means between about 30% and that limit; further: 0% is about no effect
Target sequence (Q8NER1 whole entry, looked up): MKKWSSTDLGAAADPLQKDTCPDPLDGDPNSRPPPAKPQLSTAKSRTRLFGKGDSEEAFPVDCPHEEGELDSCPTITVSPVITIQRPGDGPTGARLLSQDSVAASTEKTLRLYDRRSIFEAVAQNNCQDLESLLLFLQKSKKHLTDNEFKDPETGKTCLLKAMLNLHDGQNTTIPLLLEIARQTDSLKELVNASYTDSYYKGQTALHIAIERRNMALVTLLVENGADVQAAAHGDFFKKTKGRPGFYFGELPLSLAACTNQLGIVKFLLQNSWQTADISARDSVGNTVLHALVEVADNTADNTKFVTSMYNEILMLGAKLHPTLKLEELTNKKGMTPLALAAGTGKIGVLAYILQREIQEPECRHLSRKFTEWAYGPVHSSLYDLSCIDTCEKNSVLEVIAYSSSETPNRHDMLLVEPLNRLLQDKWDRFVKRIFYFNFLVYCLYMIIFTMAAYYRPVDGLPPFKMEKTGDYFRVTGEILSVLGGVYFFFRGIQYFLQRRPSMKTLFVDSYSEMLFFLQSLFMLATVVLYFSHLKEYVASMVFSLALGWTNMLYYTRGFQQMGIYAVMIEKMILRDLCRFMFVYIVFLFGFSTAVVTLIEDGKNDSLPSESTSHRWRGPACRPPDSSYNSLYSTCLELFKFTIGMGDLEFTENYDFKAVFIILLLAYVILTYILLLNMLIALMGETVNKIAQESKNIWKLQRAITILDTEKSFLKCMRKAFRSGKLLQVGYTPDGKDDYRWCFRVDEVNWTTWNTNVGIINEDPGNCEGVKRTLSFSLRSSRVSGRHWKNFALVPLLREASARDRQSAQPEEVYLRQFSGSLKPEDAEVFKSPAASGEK
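Cells expressing TRPV1 were dye-loaded with Fluo-8 and read kinetically: 10 s baseline, 3 min after compound (agonist portion), then 2 min after EC20 capsaicin (allosteric enhancer portion). Calcium-bound dye fluorescence at 480/520 nm.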
GALK inhibitor: qHTS Assay for Inhibitors of Human Galactokinase (GALK) | P51570 | Purified GALK, Kinase-Glo residual ATP luminescence | Potency, µM (highest dose often 57.5 µM), for inactives: at the highest dose activity change, negative = inhibition, usual class: inhibitors | actives 0.007% (n = 270,000) | AID 1868, 2009; further: potency means the concentration at half of the fitted maximal effect; on the % scale 0 is the no-effect control and ±100 the full control effect
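Compounds were pin-transferred into ATP buffer (35 uM final), then GALK plus galactose (5 nM, 100 uM final) was added. After 1 h at room temperature, Kinase-Glo Plus was added and luminescence read after 10 min.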
KCNH2 3.1 inh: qHTS for Inhibitors of KCHN2 3.1: Mutant qHTS; activity change, % (tested at about 1.8 µM); Potassium voltage-gated channel subfamily H member 2, brain isoform KCNH2 3.1 (human); actives 0.95% (n = 340,000); U2OS KCNH2 3.1, thallium flux FluxOr; stronger effect = lower value; AID 720553, 2013;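 active means maximum activity change below -70%; inconclusive means maximum activity change from -70% to -50%; inactive means maximum activity change above -50%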;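 further: thallium influx rate constant from kinetic fluorescence after stimulation buffer; on the % scale 0 is the no-effect control and ±100 the full control effect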
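Thallium flux via FluxOr fluorescence (Red40 quencher, 45 min loading) in U2OS cells virally expressing the KCNH2 3.1 isoform (1.77 x 10^8 /mL virus, overnight at 37 C). Rate constants from 2-min kinetic reads post-stimulation, normalised to positive and negative controls.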
Menin MLL FP TR: qHTS Assay for Inhibitors Targeting the Menin-MLL Interaction in MLL Related Leukemias: Competition With Texas Red Labeled MLL-derived Mutant Peptide; O00255; Menin + Texas Red MLL mutant peptide, fluorescence polarization; Potency, µM (series often up to 61.6 µM), inactives show top-dose FP activity change, negative = inhibition, most hits filed as inhibitors; actives 0.23% (n = 270,000); AID 1768, 2009; active means well fitted inhibition curve with a large enough effect in the polarisation, with a control signal flat, not every such curve was filed as active; inconclusive means small, poorly fitted or top-dose-only effect, or effect the other way, or a change in a side signal; inactive means no such curve, though single readings can be large or run the other way; the % refers to the polarisation; further: potency means the concentration at half of the fitted maximal effect; % of control where 0% means no effect; many of its hits are not listed in these tables
USP2a inh: qHTS Assay for Inhibitors of Ubiquitin-specific Protease USP2a Using CHOP2 as the Reporter | actives 0.01% (n = 330,000) | Ubiquitin carboxyl-terminal hydrolase 2 (Homo sapiens), O75604 | USP2 core, Ub-CHOP2 coupled fluorogenic reporter, 485/531 | Potency, µM (doses to about 38.3 µM), inactives show at the highest dose activity change, negative = inhibition, usual class: inhibitors;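 further: potency means the concentration at half of the fitted maximal effect; plate controls were DMSO wells for no effect and full inhibition by NEM control for full effect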
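Cell-free coupled assay: 10nM USP2 core preincubated 30min RT with compound in Tris-HCl pH 8.0/CaCl2/CHAPS buffer, then 25nM Ub-CHOP2 and 25nM reporter substrate; fluorescence (Ex 485/Em 531) read after 60min RT, normalized to NEM inhibition, concentration-response curves fitted.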
FBPA coupling cs: qHTS Assay for Inhibitors of Fructose-1,6-bisphosphate Aldolase from Giardia Lamblia: Coupling assay counterscreen; actives 0.67% (n = 290,000); coupling enzyme system counterscreen, AmpLite Red fluorescence; AID 2472, 2010; activity change, negative = inhibition, % at 58.2 µM, hits read low; in the data active means activity change below about -30%; further: on the % scale 0 is the no-effect control and ±100 the full control effect
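Fluorescence at 525 nm excitation and 598 nm emission measured inhibition of the coupled detection system without aldolase. Compounds (at 57.5 uM final) were preincubated 10 min at room temperature with coupling enzyme reagent before a 20 min substrate/AmpLite Red step.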
KCNH2 WT inh: qHTS for Inhibitors of KCHN2 3.1: Wildtype qHTS; Voltage-gated inwardly rectifying potassium channel KCNH2 (Homo sapiens), Q12809; U2OS, BacMam KCNH2, thallium flux FluxOr; stronger effect = lower value; activity change, % at 1.84 µM; actives 0.37% (n = 340,000);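 active means maximum activity change below -70%; inconclusive means maximum activity change between -70% and -50%; inactive means maximum activity change above -50%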; further: on the % scale 0 is the no-effect control and ±100 the full control effect
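U2OS cells transduced with wild-type KCNH2 virus are loaded with FluxOr dye for 45 min, and thallium flux is measured in kinetic reads before and after stimulation buffer. Rate constants are normalized to DMSO controls.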
B2AR arrestin: qHTS assay of beta-arrestin-biased ligands of beta2-adrenergic receptor; beta-arrestin recruitment to beta2AR, cell-based reporter; actives 0.02% (n = 330,000); Beta-2 adrenergic receptor (Homo sapiens), P07550; AID 492947, 2010; Potency, µM (highest dose often 46.1 µM), for the others: top-dose activation, most hits filed as activators;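 further: potency means the concentration at half of the fitted maximal effect; 0% = DMSO controls and full agonism = EC100 isoproterenol or metaproterenol; nearly all actives have a fitted effect of over 65% in size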
Starred values were filed as active, the others as inactive; ? = inconclusive; nt = no result given; [ ] = dose if it differs, or a comment. Unless noted, the call rests on the fitted dose curve; in most records, active means well fitted curve in the direction sought with a large enough effect; inconclusive means small, poorly fitted or top-dose-only effect, or another doubt; inactive means no such curve, though single readings can be large; an effect the other way counts as inactive or inconclusive. A portion of the library; the hit share may differ from the screen's.

SMILES	Giardia kill	CXXC DNA block	PKM2 activator	TRPV1 agonist	GALK inhibitor	KCNH2 3.1 inh	Menin MLL FP TR	USP2a inh	FBPA coupling cs	KCNH2 WT inh	B2AR arrestin
CC(C)c1onc(C(=O)N2CCCCC2C)c1[N+](=O)[O-] (stereo not given)	-11	2%	-2%	1	2%	-9	?	3%	2	21	-0.6%
O=C(COc1ccc([N+](=O)[O-])cc1)N1CCN(c2nnc(-c3ccccc3)c3ccccc23)CC1	28	34%[activator]	1%	0	0%	?	nt	0%	3	-46	0.4%
O=C(Cc1ccc(Br)cc1)N1CCN(c2ccc(F)cc2)CC1	-11	0%	7%	?	6%	-2	-4%	4%	3	-6	-0.3%
Brc1ccccc1-c1cnco1	-3	-1%	-1%	0	-2%	1	25%	2%	0	-8	-1.0%
COc1ccc(N(C)S(=O)(=O)c2cccc(C(=O)Nc3nnc(C)s3)c2)cc1	-9	nt	nt	6	nt	-1	nt	-4%	nt	7	0.0%
O=S(=O)(NCCCc1ccccc1)c1cccc2nsnc12	-6	4%	1%	5	nt	-5	-1%	0%	1	-8	0.0%
Cc1cccc(NCC(=O)N/N=C\c2ccc[nH]2)c1	2	7%	-3%	3	-2%	-3	nt	1%	2	-4	-0.8%
O=C(CSc1oc(-c2ccccc2)nc1S(=O)(=O)c1ccccc1)NCC1CCCO1 (stereo not given)	6	4%	-3%	20	6%	3	nt	1%	nt	-11	0.2%
O=C(NCc1cc(C(F)(F)F)cc(C(F)(F)F)c1)C12CN(Cc3ccccc3)CC1C(c1cccc([N+](=O)[O-])c1)=NO2 (stereo not given)	-2	15%	-4%	-8	0%	5	23%	-1%	-8	-11	-0.2%
Cc1cc(/C=N/n2cnnc2)c(C)n1-c1cccc(Cl)c1	-11	4%	-6%	-2	0%	19	-12%	0%	-2	-30	-0.1%
CC1(C)CC(=O)CC(=NCC(=O)O)C1	-1	2%	-2%	-1	-1%	15	-5%	3%	0	20	-0.9%
COc1ccc(CN2CCN(C(=O)CCC(=O)Nc3nnc(CC(C)C)s3)CC2)cc1F	14	7%	-2%	-6	6%	-14	?	-1%	1	21	-0.9%
Cc1cc(C(=O)N2CCCc3ccccc32)no1	11	-8%	-5%	-1	-1%	4	-1%	-2%	0	4	-0.4%
CCNC(=S)N/N=C/c1cc(C)n(-c2ccc(Cl)cc2)c1C	-21	-1%	3%	0	7%	-8	5%	5%	1	7	?
CN(C(=O)COC(=O)c1cc2c(s1)CCCCC2)C1CCS(=O)(=O)C1 (stereo not given)	-3	-5%	-5%	7	-2%	0	nt	4%	nt	-3	-0.3%

Record cards (already shown). Screens in order: Giardia kill | CXXC DNA block | PKM2 activator | TRPV1 agonist | GALK inhibitor | KCNH2 3.1 inh | Menin MLL FP TR | USP2a inh | FBPA coupling cs | KCNH2 WT inh | B2AR arrestin
`CC1(C)CC(=O)CC(=NCC(=O)O)C1` in the list: -1 | 2% | -2% | -1 | -1% | 15 | -5% | 3% | 0 | 20 | -0.9%
`O=C(NCc1cc(C(F)(F)F)cc(C(F)(F)F)c1)C12CN(Cc3ccccc3)CC1C(c1cccc([N+](=O)[O-])c1)=NO2` (stereo not given) in the list: -2 | 15% | -4% | -8 | 0% | 5 | 23% | -1% | -8 | -11 | -0.2%
`CC(C)c1onc(C(=O)N2CCCCC2C)c1[N+](=O)[O-]` (stereo not given) in the list: -11 | 2% | -2% | 1 | 2% | -9 | ? | 3% | 2 | 21 | -0.6%
`COc1ccc(N(C)S(=O)(=O)c2cccc(C(=O)Nc3nnc(C)s3)c2)cc1` in the list: -9 | nt | nt | 6 | nt | -1 | nt | -4% | nt | 7 | 0.0%
`CCNC(=S)N/N=C/c1cc(C)n(-c2ccc(Cl)cc2)c1C` in the list: -21 | -1% | 3% | 0 | 7% | -8 | 5% | 5% | 1 | 7 | ?

Other entries.
SMILES	Giardia kill	CXXC DNA block	PKM2 activator	TRPV1 agonist	GALK inhibitor	KCNH2 3.1 inh	Menin MLL FP TR	USP2a inh	FBPA coupling cs	KCNH2 WT inh	B2AR arrestin
CC(=O)c1ccc(N(C(=O)CNC(=O)c2ccco2)C(C(=O)NC2CCCC2)c2cccnc2)cc1 (stereo not given)	-19	-4%	nt	-1	-2%	5	-12%	-1%	0	28	-0.1%
O/N=C(\C[n+]1ccccc1)c1ccc(Br)cc1	15	9%	nt	-7	3%	0	-1%	0%	3	-4	0.3%
OCCOCCn1c(-c2ccccc2)nc(=S)c2c1CCCC2	48[activator]	-6%	-2%	-1	2%	-21	6%	-1%	1	-16	-0.8%
CCC(C)C(NC(=O)OC(C)(C)C)C(=O)NC(C(=O)NC(C)C(N)=O)C(C)C (stereo not given)	-4	0%	0%	3	6%	8	6%	4%	2	nt	-0.5%
N#Cc1ccccc1OCC(=O)Nc1c(C(=O)C2CC2)oc2ccccc12	3	26%	1%	0	-2%	?	-5%	1%	1	-15	-0.5%
COc1ccc(NC(=O)COC(=O)/C=C/c2ccccc2[N+](=O)[O-])cc1	-21	8%	2%	1	-3%	-2	11%	1%	5	5	-0.9%
COc1ccc(N2C(=O)CC(NC34CC5CC(CC(C5)C3)C4)C2=O)c(OC)c1 (stereo not given)	-4	4%	11%	1	1%	9	-4%	-1%	-1	-5	-0.4%
COc1ccc(NC(=O)C2CCN(S(=O)(=O)c3cccc4nonc34)CC2)cc1OC	1	1%	2%	?	-2%	6	15%	-6%	0	-1	0.0%
COc1ccc(S(=O)(=O)NCC(c2cccnc2)N2CCN(C)CC2)cc1OC (stereo not given)	8	1%	-1%	-1	-1%	2	2%	1%	0	-1	-0.6%
C=CCn1c(-c2ccc(OC)c(OC)c2)cs/c1=N\c1ccccn1	-4	-5%	?	-2	-4%	-8	18%	-2%	-1	-7	-0.1%
COc1cccc(CN2CCNC(=O)C2CC(=O)N(C)C2CCCCC2)c1 (stereo not given)	-16	4%	nt	0	1%	1	?	2%	-7	-1	0.0%
Cc1cc(Cl)c(S(=O)(=O)N2CCN(c3ccc(F)cc3)CC2)cc1OCC(=O)NC1CCCCC1	9	-17%	-1%	0	2%	-28	-8%	2%	1	10	0.4%
COc1cc(CC(=O)OCC(=O)Nc2ccc3c(c2)OCCO3)cc(OC)c1OC	-23	-4%	5%	-6	1%	-8	5%	1%	-3	3	-0.8%
COc1cc(OC)c2c(-c3cccc(-c4ccc(OC)c(OC)c4)c3)cc(=O)oc2c1	21	nt	nt	nt	nt	-33	nt	1%	nt	-19	-1.0%
COCCCNCCCCOc1ccc(C)cc1[N+](=O)[O-]	-2	-2%	-1%	6	2%	3	3%	1%	1	38	-1.4%
O=C(O)c1[nH]c2ccccc2c1CC(=O)N1CCOCC1	-3	0%	3%	1	0%	-7	-5%	-1%	1	-9	-0.3%
Cc1ccn2c(C(=O)N/N=C/c3ccc(CNC(=O)C(=O)Nc4ccc(C)c(C)c4)o3)c(C)nc2c1	nt	11%	-6%	-3	0%	nt	1%	0%	1	nt	-0.3%
O=C(COC(=O)c1ccc(OC(F)F)cc1)NCCCN1CCCC1=O	-6	-1%	-3%	nt	0%	14	nt	2%	-4	-1	-0.4%
Cc1ccc(S(=O)(=O)NCCNc2ccccc2[N+](=O)[O-])cc1	20	10%	3%	1	1%	-9	3%	-2%	-2	-10	-0.9%
CC(C)NC(=O)CN1CCN(c2ncccn2)CC1	-9	0%	3%	-1	3%	17	-4%	6%	-8	-4	-0.8%
CCCCn1c(SCC(=O)Nc2cc(C)on2)nc2ccccc2c1=O	-9	9%	3%	-1	1%	-14	17%	-1%	3	42	0.0%
O=C(CSc1ccc(-c2ccncc2)nn1)c1ccccc1	15	7%	0%	?	0%	-14	-25%	2%	-3	-15	0.2%
COc1ccc(C2(CNC(=O)c3ccc(OC)c([N+](=O)[O-])c3)CCCCC2)cc1OC	17	4%	2%	-2	-2%	4	-3%	-1%	-18	-20	0.7%

Screens as filed in PubChem.
